MazF activator: MazEF (E. coli) toxin RNase activation; FAM/BHQ RNA-DNA oligo cleavage fluorescence, 5 h; AID 504720; activation, % at 20 µM; P0AE70; hit rate 0.32% among 350,000; in the data active = activation above about 50%
Rv3671c protease: Rv3671c (M. tuberculosis) protease inhibition; P9WHR9; inhibition, % at 5.96 µM; hit rate 0.048% among 320,000; AID 2606; in the data active = inhibition above about 38%;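 note: extracellular domain of Rv3671c used as enzyme; 0% = enzyme with DMSO and 100% = no enzyme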
DUSP3 inh: blocks human VHR1 dual specificity phosphatase; P51452; recombinant VHR phosphatase, pNPP absorbance; inhibition, % at 13.3 µM; hit rate 0.52% among 290,000; AID 1654; in the data active = inhibition above about 50%; note: some compounds called inactive have numbers as strong as hits
PrPC TRFRET: reduces human prion protein on the cell surface. P04156. cell surface PrPC, TR-FRET read-out. inhibition, % at 13.8 µM. hit rate 0.43% among 370,000. AID 720596; in the data active = inhibition above about 24%; note: 0% = median of the test wells and 100% = reference compound wells
Vc quorum ag: induces V. cholerae light production without autoinducers | V. cholerae BH1578 lux reporter, luminescence, 6 h | activation, % at 18.7 µM | hit rate 0.16% among 350,000 | AID 588436; in the data active = activation mostly above about 9.7%, no sharp cut-off; note: not every result past the cut was called active; inactives centre near 0; reference of the scale not given here
CCHFV vOTU inh: CCHFV vOTU protease inhibition | hit rate 0.55% among 370,000 | inhibition, % at 11.5 µM | Pep-AMC fluorescence; in the data active = inhibition above about 30%; note: 0% = vehicle wells with enzyme and 100% = no enzyme wells
TcdB GH inh: TcdB glycohydrolase inhibition; P18177; TcdB glycohydrolase enzymatic assay, plate reader; inhibition, % at 9.99 µM; hit rate 0.24% among 350,000; AID 652162; in the data active = inhibition above about 10%
Target sequence (P18177 whole entry, looked up): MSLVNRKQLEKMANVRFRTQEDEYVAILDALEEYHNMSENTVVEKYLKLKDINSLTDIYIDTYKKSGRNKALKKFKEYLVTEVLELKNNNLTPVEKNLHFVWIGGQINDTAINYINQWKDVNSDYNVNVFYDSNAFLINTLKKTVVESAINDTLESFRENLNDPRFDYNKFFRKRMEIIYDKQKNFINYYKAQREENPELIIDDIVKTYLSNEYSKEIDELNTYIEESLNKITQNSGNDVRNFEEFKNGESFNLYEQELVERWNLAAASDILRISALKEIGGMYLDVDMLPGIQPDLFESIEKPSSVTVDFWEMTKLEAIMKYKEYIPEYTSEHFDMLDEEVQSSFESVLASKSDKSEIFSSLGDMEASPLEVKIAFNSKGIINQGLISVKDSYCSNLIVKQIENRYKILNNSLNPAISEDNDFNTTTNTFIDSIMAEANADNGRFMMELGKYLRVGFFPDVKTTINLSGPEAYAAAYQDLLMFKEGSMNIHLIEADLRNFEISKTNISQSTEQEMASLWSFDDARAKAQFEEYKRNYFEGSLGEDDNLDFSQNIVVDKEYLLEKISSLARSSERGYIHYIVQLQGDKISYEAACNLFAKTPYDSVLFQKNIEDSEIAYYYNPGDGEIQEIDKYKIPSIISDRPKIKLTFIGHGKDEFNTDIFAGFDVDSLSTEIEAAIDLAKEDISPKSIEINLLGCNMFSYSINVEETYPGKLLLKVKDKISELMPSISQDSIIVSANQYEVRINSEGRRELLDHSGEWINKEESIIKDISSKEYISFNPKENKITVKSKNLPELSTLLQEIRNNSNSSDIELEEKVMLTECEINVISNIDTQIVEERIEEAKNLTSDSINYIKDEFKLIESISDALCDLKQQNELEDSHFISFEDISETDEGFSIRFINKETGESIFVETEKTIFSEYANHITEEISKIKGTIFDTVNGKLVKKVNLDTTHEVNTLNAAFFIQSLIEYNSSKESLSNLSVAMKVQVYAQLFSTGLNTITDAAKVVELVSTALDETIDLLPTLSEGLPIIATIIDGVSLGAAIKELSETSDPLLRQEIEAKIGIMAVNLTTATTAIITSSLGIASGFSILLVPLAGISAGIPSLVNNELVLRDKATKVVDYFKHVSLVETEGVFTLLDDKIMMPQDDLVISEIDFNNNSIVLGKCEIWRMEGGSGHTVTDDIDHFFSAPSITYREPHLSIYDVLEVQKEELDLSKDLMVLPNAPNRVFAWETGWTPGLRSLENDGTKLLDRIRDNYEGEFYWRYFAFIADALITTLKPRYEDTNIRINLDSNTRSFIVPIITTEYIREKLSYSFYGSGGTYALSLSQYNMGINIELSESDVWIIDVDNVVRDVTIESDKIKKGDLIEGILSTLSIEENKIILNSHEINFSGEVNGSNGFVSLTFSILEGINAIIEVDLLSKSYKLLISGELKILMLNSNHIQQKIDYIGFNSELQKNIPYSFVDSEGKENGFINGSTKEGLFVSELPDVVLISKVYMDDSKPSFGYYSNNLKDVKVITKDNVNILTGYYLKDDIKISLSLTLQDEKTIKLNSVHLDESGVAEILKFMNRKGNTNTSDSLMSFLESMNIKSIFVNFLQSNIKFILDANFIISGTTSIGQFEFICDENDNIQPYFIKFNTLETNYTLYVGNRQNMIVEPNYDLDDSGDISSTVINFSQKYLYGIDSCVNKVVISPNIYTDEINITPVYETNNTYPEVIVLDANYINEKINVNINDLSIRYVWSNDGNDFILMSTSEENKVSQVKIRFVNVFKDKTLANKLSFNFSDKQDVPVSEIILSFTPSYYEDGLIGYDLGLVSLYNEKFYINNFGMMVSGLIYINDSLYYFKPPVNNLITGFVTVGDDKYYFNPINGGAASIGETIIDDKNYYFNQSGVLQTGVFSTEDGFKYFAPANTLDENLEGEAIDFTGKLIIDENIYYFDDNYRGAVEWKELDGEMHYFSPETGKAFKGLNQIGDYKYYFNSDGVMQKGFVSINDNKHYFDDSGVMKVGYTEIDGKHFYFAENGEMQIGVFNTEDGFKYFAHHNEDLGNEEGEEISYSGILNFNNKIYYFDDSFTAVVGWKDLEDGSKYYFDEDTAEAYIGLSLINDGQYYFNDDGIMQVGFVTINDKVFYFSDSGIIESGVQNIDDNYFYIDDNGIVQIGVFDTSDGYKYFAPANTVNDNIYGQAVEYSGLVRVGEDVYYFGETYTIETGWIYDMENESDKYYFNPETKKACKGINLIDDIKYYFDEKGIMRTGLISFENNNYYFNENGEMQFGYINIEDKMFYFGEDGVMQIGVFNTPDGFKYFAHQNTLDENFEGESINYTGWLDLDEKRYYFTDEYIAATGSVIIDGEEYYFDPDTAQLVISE
PriA SSB inh: K. pneumoniae PriA-SSBct interaction inhibition; AlphaScreen SSBct-PriA binding, biotinylated peptide; inhibition, % at 33 µM; hit rate 0.6% among 430,000; AID 1272365; in the data active = inhibition mostly above about 37%, no sharp cut-off; inactive = mostly below about 20%;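 note: plate controls were negative control peptide for no effect and reference peptide for full effect; strong numbers were not always called active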
Y pestis TopoI: inhibitors of Yersinia pestis topoisomerase I; Y. pestis Topo-I cleavage product accumulation, plate reader; activity, % at 10 µM; hit rate 0.064% among 360,000; AID 504884; in the data active = activity above about 50%, passing the limit was not always enough; note: inactives centre near 2
SARS 3CLpro inh: SARS-CoV 3CLpro protease inhibition; AID 1706; hit rate 0.14% among 290,000; recombinant SARS-CoV 3CLpro, quenched FRET peptide cleavage; P0C6X7; inhibition, % at 6 µM; in the data active = inhibition above about 12%
Starred values were filed as active, the others as inactive; i = inactive; . = not tested or not shown. The list is partial; the hit share may differ from the screen's.

| mol | SARS 3CLpro inh | CCHFV vOTU inh | MazF activator | PriA SSB inh | Rv3671c protease | DUSP3 inh | TcdB GH inh | Vc quorum ag | Y pestis TopoI | PrPC TRFRET |
| --- | --- | --- | --- | --- | --- | --- | --- | --- | --- | --- |
| CCOCCCNC(=O)c1cc(C)nn1-c1ccccc1 | 2 | 7 | 6 | -2 | -1 | 11 | 1.6 | -0.2 | 9 | -1 |
| C=C(C)Cn1c(SCC(=O)N/N=C/c2ccccc2OCC(=O)O)nnc1-c1ccc(Br)cc1 | 7 | -6 | -1 | i | 8 | 8 | -3.2 | i | 9 | -4 |
| CCOC(=O)Cc1csc(NC(=S)NC(=O)c2ccccc2Br)n1 | 2 | 15 | 3 | -6 | -7 | 2 | -3.9 | 4.9 | 13 | 2 |
| CN(Cc1ccco1)C(=O)Cn1ncc2c([nH]c3ccccc32)c1=O | 0 | 10 | 3 | -2 | -4 | -2 | 0.4 | 3.8 | 7 | -6 |
| CCc1cccc2c(/C=N/NC(=O)c3cccc(S(=O)(=O)Nc4ccccc4Cl)c3)c[nH]c12 | 2 | 16 | -17 | . | 11 | 2 | . | -0.3 | -20 | -1 |
| O=C(CCNS(=O)(=O)c1ccc(Cl)cc1)OCC(=O)N1CCN(C(=O)c2ccco2)CC1 | . | -5 | 1 | -11 | 1 | . | 1.3 | i | 1 | -3 |
| Cc1cnc(C(=O)OCC(=O)c2c(N)n(CC(C)C)c(=O)n(C)c2=O)cn1 | . | 7 | -1 | -12 | 8 | . | -0.1 | i | -3 | 6 |
| Cc1ccn2c(NC(C)(C)C)c(-c3cccs3)nc2c1 | 0 | -63 | 3 | 7 | 0 | 14 | -27 | i | 10 | 2 |
| Cc1ccc(NC(=O)CSc2nnc(-c3ccc(S(=O)(=O)N4CCCC4)cc3)o2)cc1C | 5 | 11 | -41 | -4 | 13 | 9 | . | i | -2 | 3 |
| O=S(=O)(NCCSc1ccc(Cl)cc1)c1ccc2c(c1)OCCO2 | 7 | 9 | -22 | -18 | -13 | 18 | . | i | -5 | -7 |

An excerpt of these results, with two lines to a compound.
Each structure is followed by: SARS 3CLpro inh | CCHFV vOTU inh | MazF activator | PriA SSB inh | Rv3671c protease | DUSP3 inh | TcdB GH inh | Vc quorum ag | Y pestis TopoI | PrPC TRFRET
O=S(=O)(NCCSc1ccc(Cl)cc1)c1ccc2c(c1)OCCO2
  7 | 9 | -22 | -18 | -13 | 18 | . | i | -5 | -7
CCc1cccc2c(/C=N/NC(=O)c3cccc(S(=O)(=O)Nc4ccccc4Cl)c3)c[nH]c12
  2 | 16 | -17 | . | 11 | 2 | . | -0.3 | -20 | -1

(continued)
| mol | SARS 3CLpro inh | CCHFV vOTU inh | MazF activator | PriA SSB inh | Rv3671c protease | DUSP3 inh | TcdB GH inh | Vc quorum ag | Y pestis TopoI | PrPC TRFRET |
| --- | --- | --- | --- | --- | --- | --- | --- | --- | --- | --- |
| COC(=O)c1csc(S(=O)(=O)N2CCOCC2)c1OC | 3 | 5 | 0 | -6 | 7 | 0 | 1.3 | -0.5 | 5 | -3 |
| COC(=O)c1sccc1NC(=O)c1ccccc1F | -2 | -8 | 1 | -4 | -3 | 18 | 1.0 | i | -6 | 6 |
| COc1ccc(C(=O)Nc2cc(C)nn2-c2cccc(F)c2)cc1 | 2 | -11 | 0 | -10 | -9 | 13 | 0.7 | i | 5 | -2 |
| COc1nc(NC(C)(C)C)nc(Oc2ccc(=O)n(C)n2)n1 | 5 | 5 | -4 | -10 | 10 | 12 | -0.5 | -0.4 | 3 | -1 |
| CCCN1C(=O)C2C(C(=O)Nc3cccc(OC)c3)C3C=CC2(O3)C1C(=O)NC1CCCCC1 (stereo not given) | 3 | 9 | 1 | -23 | -4 | 20 | . | i | 2 | 1 |
| O=C(c1cccs1)N1CCN(S(=O)(=O)N2CCCCC2)CC1 | 2 | 7 | -1 | -17 | 2 | 19 | . | 0.9 | -2 | 3 |
| O=S(=O)(c1ccc2c(c1)N(Cc1ccc(Cl)cc1)C1CCCN21)N1CCOCC1 (stereo not given) | -1 | 18 | -4 | 5 | 7 | 14 | . | -0.4 | 0 | 11 |
| CCN(CC)S(=O)(=O)c1ccc(N2CCCC2)c(C(=O)OCC(=O)N2CCCC2)c1 | 1 | 12 | -11 | -6 | 5 | 28 | 0.0 | 2.1 | -5 | 0 |
| O=C(Nc1ccc(Cl)cc1C(=O)O)c1ccc2c(c1)C(=O)N(Cc1ccco1)C2=O | 2 | 4 | -4 | -22 | -30 | -11 | . | i | -6 | -1 |
| Cc1ccc2c(c1)C1CN(C)CCC1N2C(=O)Cn1nnc(-c2ccccc2F)n1 (stereo not given) | -2 | 8 | 5 | -2 | 0 | 29 | 1.2 | -0.1 | -13 | -6 |
| CCOC(=O)N1CCN(C(=O)c2ccc3nc4ccsc4c(=O)n3c2)CC1 | -1 | -41 | 5 | -9 | 0 | 15 | 1.1 | -0.2 | 6 | -17 |
| O=C(Nc1cc2ccccc2oc1=O)C1CCCCC1 | 2 | -4 | 2 | 1 | 8 | 27 | . | -0.2 | 11 | 6 |
| COC(=O)c1ccccc1NC(=O)Cn1ccnc1 | 1 | -9 | -2 | -6 | -1 | 20 | . | i | 2 | 1 |
| CCOCc1nc(N)nc(N)c1-c1cccc(Cl)c1 | . | 6 | 0 | . | . | . | 3.9 | i | -5 | 26* |
| O=C(c1ccc(Cn2c(=S)[nH]c3cc4c(cc3c2=O)OCO4)cc1)N1CCN(c2ccccc2)CC1 | -4 | 2 | -1 | 5 | -15 | 30 | -0.2 | i | 9 | -11 |
| c1ccc2cc(Cn3ccnc3)ccc2c1 | 0 | -7 | 8 | 1 | -3 | 13 | 0.8 | -0.8 | 6 | 15 |
| CCOc1ccc(C(=O)OCC(=O)Nc2ccc3c(c2)OCCO3)cc1OC | . | 3 | -4 | -10 | 1 | . | 4.1 | i | 9 | 4 |
| C/C(=N/NS(=O)(=O)c1ccc(Cl)cc1)c1cccc(NC(=O)c2ccncc2)c1 | 1 | -2 | 0 | . | -9 | 6 | -0.1 | -1.3 | -12 | 6 |
| COCCCNCCOc1ccccc1-c1ccccc1 | -2 | -3 | 0 | 3 | 1 | -1 | 0.6 | -0.1 | -1 | 0 |
| Fc1ccccc1Nc1nc(NCc2ccco2)nc(N2CCOCC2)n1 | -4 | -2 | 8 | -5 | -4 | 23 | 1.1 | -1.0 | 1 | 0 |
| Cc1ccc2cc(CCNC(=O)CCCc3ccccc3)c(=O)[nH]c2c1C | 3 | 14 | 1 | -4 | -3 | 50 | 1.9 | i | 6 | -5 |
| NC(=O)[C@@H]1CCCNc2c(F)cc([N+](=O)[O-])cc2C(=O)N[C@@H](CO)C(=O)N[C@@H](Cc2ccc(O)cc2)C(=O)N1 | 3 | 1 | 5 | -3 | -3 | -4 | 0.9 | 0.4 | 5 | -14 |
| CC(CN1CCCCC1)OC(=O)c1ccccc1F (stereo not given) | 0 | -12 | -17 | 8 | -9 | 5 | 1.4 | i | -4 | -4 |
| COc1ccc(C(=O)N2CCC(C(=O)N3CCN(c4ccccc4)CC3)CC2)cc1 | -6 | 17 | 0 | -1 | 2 | 14 | -0.3 | i | 13 | -9 |
| Cc1ccc2c(c1)COc1c3ccc(C(=O)N4CCOCC4)cc3nn1-2 | . | -9 | -2 | 1 | -7 | -12 | -1.8 | -0.5 | 4 | -19 |
| CCOC(=O)N1CCN(S(=O)(=O)c2ccc3c(c2)NC(=O)CO3)CC1 | . | -1 | 6 | -4 | . | . | 0.5 | i | 1 | 9 |
| O=C(NCCc1c[nH]c2ccccc12)C(=O)NCC1OCCCN1S(=O)(=O)c1cc(F)ccc1F (stereo not given) | 1 | -3 | -4 | 1 | 4 | 6 | 0.9 | -0.2 | -3 | -1 |
| CSc1cc(-c2ccc(Cl)cc2)[nH]c(=O)c1C#N | 5 | -6 | 7 | -5 | 1 | 14 | 0.5 | -0.2 | 2 | -2 |
| CCC(=O)N(Cc1ccco1)C1CC(=O)N(c2ccccc2)C1=O (stereo not given) | -3 | 2 | -3 | 1 | 2 | -5 | 0.1 | -0.3 | -4 | 3 |
| CC1CCCCN1C(=O)C(Cc1ccccc1)N1C(=O)C2CCCCC2C1=O (stereo not given) | 3 | 15 | 3 | -13 | -3 | 13 | -1.5 | -0.2 | 4 | 5 |
| CCCCc1cc2c(cn1)=C(OC(=O)c1cnc3ccccc3n1)C(C)(OC(=O)CC)C(=O)C=2 (stereo not given) | . | 11 | 7 | -7 | . | 22 | 8.5 | . | . | -6 |
| COc1cc2ccccc2cc1C(=O)N1CCN(C)CC1 | 1 | -23 | 1 | -5 | 4 | 16 | 0.1 | -3.7 | 1 | 1 |
| CCCOC1OC(=O)c2c1ccc(OC)c2OC (stereo not given) | 4 | 3 | -3 | -4 | 8 | 14 | 1.2 | -0.6 | 4 | 0 |
| Cc1ccccc1Cn1nnc(-c2ccc3c(c2)OCO3)n1 | 0 | 10 | 7 | -82 | -4 | -5 | . | i | 22 | 1 |
| O=C1N(CN2CCOCC2)c2ccccc2C1(O)c1c[nH]c2ccccc12 (stereo not given) | -4 | -4 | -5 | -18 | -4 | 24 | . | -0.4 | 6 | -2 |
| Cc1ccc2c(c1)C(O)(c1c(C)[nH]c3ccccc13)C(=O)N2 (stereo not given) | -2 | 2 | 8 | 25 | 11 | 7 | . | 0.8 | -6 | -5 |
| O=C(CN1C(=O)CSC1=O)Nc1ccc(F)c(F)c1F | 1 | -30 | 9 | 0 | 3 | 25 | . | . | 3 | -6 |
| CCCC1C(=O)Nc2ccccc2N1C(=O)c1ccc(C(C)(C)C)cc1 (stereo not given) | 2 | 24 | 10 | 10 | -17 | 20 | 0.6 | -0.4 | 24 | 15 |
| CCC[C@@H]1C[C@@]1(CCC)[C@@H](NP(=O)(c1ccccc1)c1ccccc1)c1ccc(C(=O)OC)cc1 | -4 | 4 | -1 | -3 | -15 | 1 | 1.0 | . | . | 2 |
| CCN(CC)S(=O)(=O)c1ccc(N2CCOCC2)c(NC(=O)c2cc3ccccc3o2)c1 | . | 11 | 8 | . | . | . | 1.3 | -4.5 | 28 | -6 |
| CSc1ccc(C2c3[nH]c4ccccc4c3CCN2C(=O)c2ccnn2C)cc1 (stereo not given) | 1 | -5 | 1 | 9 | 9 | -23 | 1.5 | -2.2 | 25 | -4 |
| CCOc1ccc(N2C(=O)c3cccnc3C2Nc2ccc(Cl)cc2)cc1 (stereo not given) | 2 | 0 | -1 | 14 | -4 | 37 | 2.2 | -0.2 | -2 | -2 |
| CN(Cc1ccccc1)C(=O)COC(=O)C1CCN(S(=O)(=O)c2ccc3c(c2)OCCO3)CC1 | . | 2 | 7 | -3 | 14 | . | 1.5 | i | 21 | 0 |
| Cc1nn2c(N3CCN(C)CC3)c3c(nc2c1-c1ccccc1)CCCC3 | 3 | -11 | 4 | -17 | 1 | 27 | 0.2 | -0.4 | 4 | 0 |
| O=C(Nc1ccc(F)cc1)c1cccc(N2C(=O)c3ccccc3C2=O)c1 | -2 | -10 | 15 | -18 | 1 | 2 | 0.6 | i | 2 | -4 |
| CN(CCC#N)C(=O)COC(=O)C1c2ccccc2Oc2ccccc21 | 2 | 13 | 11 | 5 | 0 | 38 | 1.5 | -0.3 | -3 | 7 |
| CC1CCCC(C)N1CCCNC(=O)C(=O)Nc1ccc2nc3n(c(=O)c2c1)CCCCC3 (stereo not given) | 3 | 12 | 3 | -9 | -6 | 39 | -8.0 | i | -3 | 4 |
| CC(=O)c1cccc(NC(=S)NC(=O)Cc2ccccc2)c1 | 2 | 7 | -1 | -13 | -1 | 2 | 1.8 | -0.5 | 2 | -5 |
| COc1cc(O)c2c(=O)c3c(O)c(O)ccc3oc2c1OC | . | . | -17 | -3 | . | . | . | -0.3 | -14 | . |
| O=C1N/C(=C/c2ccsc2)C(=O)N1c1ccccc1 | 1 | 8 | 1 | -1 | -11 | 5 | -0.1 | -0.6 | 1 | -12 |
| COC(=O)c1ccccc1N=Cc1c(O)[nH]c(=O)[nH]c1=O | -1 | -14 | 10 | -13 | -9 | 21 | 1.5 | i | -3 | -2 |

As entered above:
`O=C(NCCc1c[nH]c2ccccc12)C(=O)NCC1OCCCN1S(=O)(=O)c1cc(F)ccc1F` (stereo not given) | SARS 3CLpro inh = 1
`COC(=O)c1ccccc1N=Cc1c(O)[nH]c(=O)[nH]c1=O` | Rv3671c protease = -9
`CCC(=O)N(Cc1ccco1)C1CC(=O)N(c2ccccc2)C1=O` (stereo not given) | Y pestis TopoI = -4
